# Assay outcomes as filed in PubChem.
# mHTT CaM bind – disrupts binding of mutant huntingtin to calmodulin | hit rate 3.6% among 190,000 | inhibition, % at 15 µM | AlphaScreen His-mHTT/GST-CaM binding, luminescence | P42858;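 further: 0% = both proteins with DMSO and 100% = one protein alone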
# Pf apPOL block – Pf-apPOL DNA polymerase inhibition; Recombinant Pf-apPOL, molecular beacon fluorescence, 1.5 h; inhibition, % at 10 µM; hit rate 0.25% among 210,000; AID 1794808
# An asterisk follows results filed as active; i = inactive; x = not tested or not shown; & = joins results of further samples. No stated cut-off is given here; in the data, active means inhibition above about 50%; inactive means the rest. This is a subset; the hit share may differ from the screen's.
# The first two compounds, ahead of the listing:
SMILES,mHTT CaM bind,Pf apPOL block
Cc1ccc(-c2ncc(NC(=O)c3ccc(F)c(F)c3)cn2)cc1,2,2
COc1cc(C2=N/C(=C\c3ccccc3C(F)(F)F)C(=O)O2)cc(OC)c1OC,-3,-2

# This part in full (from the top)
SMILES,mHTT CaM bind,Pf apPOL block
Cc1ccc(-c2ncc(NC(=O)c3ccc(F)c(F)c3)cn2)cc1,2,2
COc1cc(C2=N/C(=C\c3ccccc3C(F)(F)F)C(=O)O2)cc(OC)c1OC,-3,-2
O=C1NC(=Nc2cccc(C(=O)O)c2)S/C1=C\c1cccnc1,3,7
Cc1ccc2nc(-c3ccc(O)cc3)sc2c1,-9,-5
Cc1cc(C)n(CC(O)COCc2ccco2)n1 (centres undefined),0,-1
O=[N+]([O-])c1ccccc1OCCOc1cccc2cccnc12,-2,1
CC(C)c1ccc(OCC(=O)N2CCC(Cn3ccnc3)CC2)cc1,-1,-17
O=C1N=C(N2CCOCC2)S/C1=C\c1cccs1,-5,6
COc1ccccc1N1CCN(C(=O)c2cc(OC)c(OC)c(OC)c2)CC1,3,-6
CSc1ccc(/C=C/C(=O)c2ccc(NC(=O)c3ccco3)cc2)cc1,32,1
CC(C)(C)C(=O)NCCNc1ccc(Cl)cc1[N+](=O)[O-],7,-2
O=[N+]([O-])c1ccccc1S(=O)(=O)NC1CCS(=O)(=O)C1 (centres undefined),0,1
COC(=O)Nc1sc(C)nc1-c1ccccc1,-2,6
COc1ccc(CC(=O)Nc2nc3ccccc3[nH]2)cc1OC,9,0
Cc1ccc(N2C(=O)CC(N3CCCCC3)C2=O)cc1C (centres undefined),x,2
Cc1onc(-c2ccccc2)c1C(=O)Nc1cccc(Br)c1,-21,-4
O=S(=O)(Cc1ccccc1)CC1CO1 (centres undefined),-7,x
COc1ccc(NC(=O)c2cc(I)ccc2Cl)cc1,0,-1
CC(=O)N=c1sccn1CC(=O)c1ccc(-c2ccccc2)cc1,8,1
O=C(Nc1nnc(-c2ccc([N+](=O)[O-])cc2)s1)c1ccccc1,3,2
COc1ccc(C2C(C(=O)Nc3ccc(C)cc3C)=C(C)Nc3nnnn32)cc1 (centres undefined),14,-5
Cc1ccc(-c2nc(C=Nc3ccc(Br)cc3Br)c(O)o2)cc1,7,10
CCOCC(=O)Nc1cc(-c2cc3ccccc3n2CC)[nH]n1,6,-1
O=C1C(=Cc2ccc([N+](=O)[O-])cc2)Oc2cc(OC(=O)N3CCOCC3)ccc21,0,-10
CC1=C(C(=O)Nc2ccc(C)cc2C)C(c2ccc(Cl)cc2)n2nnnc2N1 (centres undefined),17,6

# Look-ups from the entries so far.
# Entry of `COc1ccc(NC(=O)c2cc(I)ccc2Cl)cc1` under Pf apPOL block: -1
# Entry of `Cc1ccc(-c2nc(C=Nc3ccc(Br)cc3Br)c(O)o2)cc1` under mHTT CaM bind: 7

# Five structures from above, sorted by number of heavy atoms, highest first:
SMILES,mHTT CaM bind,Pf apPOL block
CSc1ccc(/C=C/C(=O)c2ccc(NC(=O)c3ccco3)cc2)cc1,32,1
CC(C)c1ccc(OCC(=O)N2CCC(Cn3ccnc3)CC2)cc1,-1,-17
Cc1ccc(-c2ncc(NC(=O)c3ccc(F)c(F)c3)cn2)cc1,2,2
O=C1N=C(N2CCOCC2)S/C1=C\c1cccs1,-5,6
O=S(=O)(Cc1ccccc1)CC1CO1 (centres undefined),-7,x

# Other records.
SMILES,mHTT CaM bind,Pf apPOL block
Fc1ccc(NCc2ccc3c(c2)OCO3)cc1F,-3,2
Cc1ccc(S(=O)(=O)NCc2nc3cccnc3n2C(C)C)cc1C,-4,-5
Cc1ccc(-c2nc3c4cnn(C)c4ncn3n2)cc1,-3,1
CC1=C(C(N)=O)C(c2cccc(F)c2)n2nc(SCc3ccccc3F)nc2N1 (centres undefined),0,-2
CC1=CC(C)(C)N(C(=O)CSc2nccc(C)n2)c2cc(C)c(C)cc21,30,6
CCc1ccccc1NC(=O)N1CCC2(CC1)NC(=O)c1ccccc1N2C,-9,-2
COc1ccccc1C1SCCN1S(=O)(=O)c1ccc([N+](=O)[O-])cc1 (centres undefined),-2,1
O=C(c1cc(F)ccc1F)N1CCCC2(C1)NC(=O)N(Cc1ccc(Cl)cc1)C2=O (centres undefined),1,-5
COCCNC(=O)C1(C)CCC(=O)N1Cc1ccccc1Cl (centres undefined),-1,-1
Cc1cccc(S(=O)(=O)N2CCC(c3nc(CNC(=O)C4CC4)cs3)CC2)c1,3,-4
Cc1cc(OCC(=O)O/N=C(\N)c2ccccn2)ccc1Cl,i,-2
Cc1cc(C)n2nc(SCC(=O)Nc3ccc(C)c(C)c3)nc2n1,41,-8
O=C(NCc1ccc(Br)cc1)C1CCN(c2nccc3sccc23)CC1,2,1
Cc1ccc(NC(=O)CS(=O)(=O)c2cn(Cc3ccc(F)cc3)c3ccccc23)c(C)c1,-4,-11
CC(=O)N1CC(C(=O)NCc2ccccc2)CCC1c1ccccc1 (centres undefined),-3,-1
COc1ccc(C2Nc3ccccc3C(=O)N2c2ccc(NC(C)=O)cc2)cc1 (centres undefined),10,-3
CC(C)c1nc(C(C)S(C)(=O)=O)nc(-c2ccc(F)cc2)c1/C=C/[C@@H](O)C[C@@H](O)CC(=O)O (some centres undefined),x,-10
COc1cccc(C(=O)N2CCc3c(c(C(=O)NCc4ccc(Cl)cc4)nn3C)C2)c1,90*,-2
Cc1ccc(-c2nc(C)c(C(=O)N3CCC(CC(=O)N4CCCCCC4)CC3)s2)cc1,33,-6
Cc1ccccc1C(=O)N1CCN(c2cccc(C(F)(F)F)c2)C(=O)C1C (centres undefined),11,-4
Cc1ccnc(NC(=O)CCCOc2ccc(Cl)cc2Cl)c1,-1,2
COc1ccc(-c2n[nH]c(CC(C)C)c2NC(C)=O)cc1,-3,3
NC(=O)C1=C2CCCN2c2ccc(F)cc2S1(=O)=O,-13,0
Cc1noc(C2CN(C(=O)c3ccccc3Cl)CC23CCOCC3)n1 (centres undefined),-3,-10
CC(C)(C)CC(=O)N1CC(c2nc(-c3cccnc3)no2)C2(CCOCC2)C1 (centres undefined),4,-4

# (next part)
SMILES,mHTT CaM bind,Pf apPOL block
Cc1ccc(NC(=O)c2ccc(Cl)cc2)c(C)c1,-2,7
CCn1cnnc1C1CCCN(Cc2sccc2C)C1 (centres undefined),-9,0
CC(C)NC(=O)c1ccc(OCC2CCCN(C(=O)Cc3ccc(F)cc3)C2)cc1 (centres undefined),-2,-4
COc1cccc(CN2CCc3c(cc(C(=O)Nc4cc(OC)cc(OC)c4)n3C)C2)c1,62*,-2
O=[N+]([O-])c1cccc(C2SCCN2S(=O)(=O)c2ccc(Br)cc2)c1 (centres undefined),13,3
CNC(=O)N1CCCC(c2cccc(C(=O)N3CCCCC3)c2)C1 (centres undefined),6,-2
COc1cc(OC)c(OC)cc1CNc1sc2c(c1C(=O)Nc1ccccc1OC)CCC2,53*,-15
CCCC(C)NC(=O)c1cc(Cl)ccc1OC (centres undefined),-1,-15
CCCc1c(C)nc2c(C(=O)NCc3ccccc3OC)c[nH]n2c1=O,32,-10
Cc1ccc(C2=NN(C(=O)c3ccc(O)cc3)C(O)(C(F)(F)F)C2)cc1 (centres undefined),8,-6
COc1cc(C=NC(=O)CC#N)cc(OC)c1OC,-4,-3
CCOc1ccc(-c2cn3ccn(-c4cccc(Cl)c4C)c(=O)c3n2)cc1,1,-4
COCC(C)NS(=O)(=O)c1ccc(F)cc1 (centres undefined),-4,2
CCOc1ccc(CCNC(=O)CN2N=C(c3ccc(Cl)cc3)CCC2=O)cc1OCC,14,-15
COc1ccc(OC)c(CNC(=O)c2ccnc(N3CCNC(c4ccccc4)C3)c2)c1 (centres undefined),15,-2
COc1ccc(N=c2scc(C)n2C(=O)c2ccccc2Cl)cc1,x,-24
Cc1ccc(/C=C/C2=NC(=C\c3ccccc3F)/C(=O)O2)cc1,35,1
COc1cc(/C=C/C(=O)c2ccco2)cc(OC)c1OC,-3,1
CC(C)C(=O)N1CCSc2nnc(COc3ccc(F)cc3F)n21,7,-1
COc1ccc(NC(=O)C2CCc3sc(C(=O)N(C)C)cc3C2)cc1F (centres undefined),0,0
Cc1cc2[nH]c(C(=O)Nc3cccc(Cl)c3F)c(CN(C)C)c2s1,8,5
O=C(COc1ccc(SC(F)(F)F)cc1)NNC(=O)NC(=O)c1ccccc1Cl,x,-7
Cc1nc2cccnc2n(CC(=O)Nc2c(F)cccc2F)c1=O,-6,-2
c1ccc2c(c1)[nH]c1nc(SCCN3CCOCC3)nnc12,10&16,2&0
C=CCN1C(=O)/C(=C/c2cc(OC)ccc2OC)SC1=Nc1ccccc1,-9,-1

# More entries follow.
SMILES,mHTT CaM bind,Pf apPOL block
O=C(c1cccs1)N1CCN(Cc2noc3ccccc23)CC1,-1,-6
O=C(Cn1cncn1)c1ccc(Br)cc1Br,-4,-2
CN(CCOC(=O)Nc1ccc(Cl)cc1)c1ncc(C(F)(F)F)cc1Cl,x,-4
CCOc1ccccc1NC(=O)C(=O)NCc1ccncc1,2,-10
O=C(NN=Cc1cc(Cl)cc(Cl)c1O)c1ccccc1-n1cccc1,x,6
CCS(=O)(=O)N1CCN(C(=O)COc2ccc(OC)cc2)CC1,-4,-9
O=C1ON=C(c2ccccc2)C1=C1SC(C(=O)c2cccs2)=NN1c1ccc(Cl)cc1,x,-2
CC(=O)Nc1ccc(-c2nc3c(C)cccc3[nH]2)cc1,0,8
Cc1cc(F)ccc1NC(=O)CN1CCC(c2nc(-c3cccc(F)c3)no2)CC1,-6,-2
COc1ccc(C2=NN(C(=O)CCC(=O)O)C(c3ccccc3Cl)C2)cc1OC (centres undefined),11,-3
O=C(NCc1ccccc1Cl)c1cc2c(s1)CCN(C(=O)c1ccccc1)C2,4,-3
CC1CCC(NC(=O)c2nc(-c3ccc(N4CCC(C)CC4)cc3)no2)CC1 (centres undefined),-7,-3
O=C(Nc1ccc(Cl)cc1)C1CCCC1,-9,0
CCC(NC(=O)Cc1ccccc1)C(=O)O (centres undefined),-4,-9
Cc1cccc(C(=O)N2CCC(c3nc(CCNC(=O)C4CC4)cs3)CC2)c1,9,-1
COc1ccc(OC)c(Sc2ccc3nnc(-c4ccccc4)n3n2)c1,x,-3&-24
CN(C(=O)CN1C(=O)NC2(CCC(C(C)(C)C)CC2)C1=O)c1ccccc1 (centres undefined),0,-8
c1ccc(CNCC2OCc3ccccc3CO2)cc1,-2,0
COc1ccc([N+](=O)[O-])cc1-c1ccc(/C=C2\NC(=O)N(Cc3ccc(Cl)cc3)C2=O)o1,9,0
Cc1cc(S(=O)(=O)N2CCc3nc(-c4ccc(F)cc4)ncc3C2)ccc1F,-4,3
CC1=C(C(=O)Nc2ccc(C)cn2)C(c2cccc([N+](=O)[O-])c2)C2=C(CC(C)(C)CC2=O)N1 (centres undefined),20,-8
O=C(Nc1ccccc1)c1ccc(N2CCC(NCc3cccc(O)c3)C2)nc1 (centres undefined),14,-6
O=C(Nc1nc2c(s1)CN(C(=O)c1ccc3ncsc3c1)CC2)c1ccco1,18,18
CS(=O)(=O)N(CC(=O)O)c1cc(Cl)cc(Cl)c1,1,4
Fc1cccc(C2C=C(c3cccs3)Nc3nnnn32)c1 (centres undefined),-31,-4

# New compounds follow:
SMILES,mHTT CaM bind,Pf apPOL block
COc1ccc(C=C2Oc3cc(OC(=O)c4ccccc4F)ccc3C2=O)c(OC)c1OC,3,-6
Cc1cccc(N=C2SCC(=O)N2c2cccc(C)c2)c1,-9,1
O=C(COc1ccccc1[N+](=O)[O-])Nc1cc(C(=O)O)cc(C(=O)O)c1,-6,1
CC(=O)c1cc2c(cc1NC(=O)C1CCCCC1C(=O)O)OCO2 (centres undefined),0&6,-12&1
CC1CN(C(=O)Cc2cccs2)CC1c1nc(-c2ccncc2)no1 (centres undefined),-1,0
COc1ccccc1NC(=O)CN1N=NC2C(=O)N(c3ccc(C)cc3)C(=O)C21 (centres undefined),4,6
CCC(C)NC(=O)C1(c2ccc(NS(C)(=O)=O)cc2)CCCCC1 (centres undefined),-12,-4
CC(=O)Nc1sc2c(c1C(N)=O)CCC(C)C2 (centres undefined),0,-1
Cc1cc(C(F)(F)F)nn1CC(=O)Nc1sc2c(c1C#N)CCCC2,-1,-80
COc1cccc2cc(C(=O)Nc3nccs3)c(=Nc3cccc(C)c3C)oc12,0,4
CCCNC(=O)c1ccc(-c2ccc(N3CCSCC3)nc2)cc1,7,-2
COc1ccc(OCc2noc(CNC(=O)Cc3c[nH]c4ccccc34)n2)cc1,-5,-12
COc1ccccc1CN1C(=O)c2ccccc2C1C(=O)NC1CCCCCCC1 (centres undefined),13,-11
CCCCNC(=O)c1cnn2c(C)c(Cc3cc(C)ccc3C)c(C)nc12,11,0
Cc1ccc(-c2c(C(=O)Nc3ccc4c(c3)OCCO4)oc(=O)c3ccccc23)cc1,0,1
Cc1ccc(-c2ccc(CN3C(C)C(=O)N(Cc4cn(CCC5OCCCO5)nn4)CCS3(=O)=O)cc2)cc1 (centres undefined),-4,-14
Cc1cccc(C(=O)N2CCC(COc3ccccc3C(=O)NC(C)C)CC2)c1,6,5
O=C1NC(=O)/C(=C\c2ccc([N+](=O)[O-])cc2)S1,-5,-4
CC1(C)CC(=O)CC(C)(C)N1C(O)C(Cl)(Cl)Cl (centres undefined),0,-2
Cc1ccccc1NS(=O)(=O)c1cccs1,0,2
CCNc1cc(N)[n+](CC)c2n[nH]c(N)c12,x,-4
Cc1nn2c([N+](=O)[O-])c(C)[nH][n+]2c1C(=O)Nc1cccc(C(F)(F)F)c1,-3,-12

# Record cards (already shown):
# Record of CC(=O)c1cc2c(cc1NC(=O)C1CCCCC1C(=O)O)OCO2 (centres undefined) = mHTT CaM bind = 0&6; Pf apPOL block = -12&1
# Record of Cc1ccc(-c2c(C(=O)Nc3ccc4c(c3)OCCO4)oc(=O)c3ccccc23)cc1 = mHTT CaM bind = 0; Pf apPOL block = 1
# Record of CC1(C)CC(=O)CC(C)(C)N1C(O)C(Cl)(Cl)Cl (centres undefined) = mHTT CaM bind = 0; Pf apPOL block = -2
